EPAC2 antag – blocks human EPAC2 exchange factor. Q8WZA2. EPAC2 GEF exchange of Rap1B-BODIPY-GDP, fluorescence. Potency, µM (series often up to 114 µM), for the others: top-dose activity, negative = inhibition, usual class: inhibitors. 0.18% of 360,000 active. AID 720708; note: % is set by controls: 0 for no effect and ±100 for the full control effect; nearly all actives have a fitted effect of over 45% in size; many of its hits are not listed in these tables
Target sequence (Q8WZA2 whole entry, looked up): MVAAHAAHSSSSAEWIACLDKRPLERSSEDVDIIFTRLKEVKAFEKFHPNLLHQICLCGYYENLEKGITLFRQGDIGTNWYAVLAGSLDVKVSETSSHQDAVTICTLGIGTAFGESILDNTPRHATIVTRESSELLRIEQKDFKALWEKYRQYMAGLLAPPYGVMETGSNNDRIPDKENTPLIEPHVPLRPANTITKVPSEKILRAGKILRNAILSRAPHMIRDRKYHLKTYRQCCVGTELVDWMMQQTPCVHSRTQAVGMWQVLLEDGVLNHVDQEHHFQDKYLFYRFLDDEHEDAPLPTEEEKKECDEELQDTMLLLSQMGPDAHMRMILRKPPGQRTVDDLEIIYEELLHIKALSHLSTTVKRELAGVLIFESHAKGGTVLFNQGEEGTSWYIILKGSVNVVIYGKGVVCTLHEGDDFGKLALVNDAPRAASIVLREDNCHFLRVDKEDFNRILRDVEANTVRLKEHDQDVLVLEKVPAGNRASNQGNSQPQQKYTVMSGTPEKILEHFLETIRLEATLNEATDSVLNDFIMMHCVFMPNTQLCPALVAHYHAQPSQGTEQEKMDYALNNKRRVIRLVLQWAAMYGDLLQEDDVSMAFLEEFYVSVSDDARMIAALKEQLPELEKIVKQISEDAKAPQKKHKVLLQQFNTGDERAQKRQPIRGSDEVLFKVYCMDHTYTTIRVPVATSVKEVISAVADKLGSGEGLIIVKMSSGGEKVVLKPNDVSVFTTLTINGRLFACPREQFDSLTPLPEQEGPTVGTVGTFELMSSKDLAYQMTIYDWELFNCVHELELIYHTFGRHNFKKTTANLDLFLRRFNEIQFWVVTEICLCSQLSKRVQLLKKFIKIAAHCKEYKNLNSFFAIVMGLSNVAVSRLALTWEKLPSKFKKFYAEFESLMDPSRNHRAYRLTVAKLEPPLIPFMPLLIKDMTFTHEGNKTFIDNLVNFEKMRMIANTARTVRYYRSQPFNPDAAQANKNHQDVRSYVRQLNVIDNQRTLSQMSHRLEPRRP
MCF10A rereplic – DNA re-replication induction in MCF 10a cells; MCF 10A DNA re-replication, Hoechst nuclear intensity, 48 h; Potency, µM (highest dose often 46.1 µM), for inactives: at the highest dose activity, positive = re-replication, hits mostly activators; 2.9% of 350,000 active; AID 624296; note: % of control where 0% means no effect; nearly all actives have a fitted effect of over 50% in size
ATXN2 expr inh – ATXN2 expression inhibition | HEK-293 ATXN2-luciferase reporter, luminescence, 24 h | Potency, µM (highest dose often 57 µM), for inactives: at the top dose activity change, negative = inhibition, hits mostly inhibitors | 0.72% of 360,000 active | AID 1745845; note: % is set by controls: 0 for no effect and ±100 for the full control effect; nearly all actives have a fitted effect of over 55% in size
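qHTS (up to 57 uM final) was run with 24 h compound exposure of reporter cells at 37 °C. Each well was multiplexed: SteadyGlo luminescence measured ATXN2-luciferase expression after a fluorogenic Gly-Phe-AFC viability readout (25 uM final).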
TGFb inhibitor – inhibitors of TGF-b signaling | Potency, µM (top dose mostly 46.1 µM), without a hit: at the top dose activity, negative = inhibition, usual class: inhibitors | 1.2% of 410,000 active | HepG2 CAGA-GFP TGF-b/SMAD3 reporter, GFP fluorescence, 18 h; TGF-beta stimulated, 500 pg/mL final; note: % is set by controls: 0 for no effect and ±100 for the full control effect; nearly all actives have a fitted effect of over 65% in size
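HEPG2 CAGA-GFP, 1000 cells/well; 2 h settle, 37 C; cpd via pin tool; TGF-b 500 pg/mL final; 18 h, 37 C; GFP imaging ex488/em500-530; %Activity normalised to -TGF-b and +DMSO controls; CRC fit, curve class.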
A549 tox – A549 cytotoxicity, counter-screen for Nrf2 inhibitors | Potency, µM (top dose mostly 46 µM), inactives show at the highest dose activity change, negative = cytotoxicity, actives largely listed as inhibitors | A549 ARE-Fluc cells, CellTiter-Fluor viability, 18-24 h | 0.16% of 390,000 active; note: % is set by controls: 0 for no effect and ±100 for the full control effect
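A549 ARE-Fluc cells in 5% FBS OPTI-MEM, 5000 cells/well, rested 2 h then exposed to compounds in concentration-response for 18-24 h at 37 °C. Viability by CellTiter-Fluor fluorescence (Ex 405/Em 525) after 30 min; luciferase luminescence (BugLite, 15 min, RT) read afterwards.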
Nrf2 activator – Nrf2 pathway activation; Potency, µM (doses to about 46.1 µM), for the others: top-dose activation, hits mostly activators; 0.31% of 410,000 active; AREc32 ARE-luciferase reporter (MCF7-derived line), luminescence, 24 h; AID 624171; note: % of control where 0% means no effect; nearly all actives have a fitted effect of over 65% in size
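Reporter line AREc32 (ARE-Fluc), seeded overnight in OPTI-MEM with 5% FBS; compound pin-transferred, 24 hr at 37 deg C, 5% CO2; luminescent read-out.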
ATXN viability – viability counter-screen for ATXN expression inhibitors. AID 651635. S2 cells (HEK-293 line with an ATXN2-luciferase reporter) viability, CellTiter-Fluor protease fluorescence, 24 h. 0.49% of 400,000 active. Potency, µM (highest dose often 56.7 µM), hits mostly cytotoxic; note: nearly all actives have a fitted effect of over 40% in size
HepG2 tox – kills HepG2 cells in TGF-b inhibitor counter-screen; HepG2 CAGA-GFP viability, ATP luminescence, 18 h; Potency, µM (doses to about 46.1 µM), for inactives: top-dose activity change, negative = cytotoxicity, actives largely listed as cytotoxic; 0.76% of 410,000 active; note: some results filed as inactive show a strong effect at the top dose
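CellTiter-Glo luminescence gave cytotoxicity after 18 hours at 37 degrees C. The cells were HepG2 CAGA-GFP in 1% FBS DMEM, stimulated with 500 pg/mL TGF-beta after compound addition. %Activity was normalised to no-cell wells (complete cell-killing) and DMSO (no toxicity), and curves were fitted and classified.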
Nrf2 inh – inhibitors of Nrf2 signaling; A549 ARE-Fluc reporter, luciferase luminescence, 18-24 h; Potency, µM (highest dose often 46 µM), without a hit: at the highest dose activity change, negative = inhibition, actives largely listed as inhibitors; 2.1% of 360,000 active; note: % is set by controls: 0 for no effect and ±100 for the full control effect; nearly all actives have a fitted effect of over 60% in size
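A549 ARE_Fluc cells (5000/well, 5% FBS OPTI-MEM) pre-incubated 2 h, then treated with compounds 18-24 h at 37C/5% CO2 in concentration-response. CellTiter-Fluor viability read first; BugLite luciferase luminescence after 15 min at room temperature gives Nrf2 activity.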
The depositor's hits bear a star; & = joins results of further samples; [ ] = remark or other dose. Calls come from the whole dose curve; as a rule, active = well fitted curve in the direction sought with a large enough effect; inconclusive = small, poorly fitted or top-dose-only effect, or another doubt; inactive = no such curve, though single readings can be large; an effect the other way counts as inactive or inconclusive. Potency is the fitted concentration of half-maximal effect. Not all compounds are listed; count on the stated rates, not on these rows.

How did COc1ccc(C2C(C#N)=C(N)Oc3n[nH]c(C)c32)cc1Cn1nnc2ccccc21 (centres undefined) do in these assays?
EPAC2 antag: -1%[57.1 µM]; MCF10A rereplic: inconclusive; ATXN2 expr inh: -15%; TGFb inhibitor: -11%; A549 tox: -3%; Nrf2 activator: 2.4%; ATXN viability: inactive; HepG2 tox: -26%; Nrf2 inh: -10%

Results for N/C(=N\OC(=O)c1cccc(Cn2cc(C(F)(F)F)ccc2=O)c1)c1ccccc1 ?
EPAC2 antag: -11%; MCF10A rereplic: 4%; TGFb inhibitor: inconclusive; A549 tox: -4%; Nrf2 activator: 4.9%; ATXN viability: inconclusive; HepG2 tox: -37%; Nrf2 inh: 1%

How did O=C(Nc1cccc(S(=O)(=O)N2CCCCCC2)c1)C1=COCCO1 do in these assays?
EPAC2 antag: 4%; MCF10A rereplic: 1%; ATXN2 expr inh: -1%; TGFb inhibitor: inconclusive; A549 tox: -5%; Nrf2 activator: -0.5%; ATXN viability: inconclusive; HepG2 tox: 2%; Nrf2 inh: 12%

What do the screens show for `Cc1cccc(NC(=S)NC(=O)c2ccc(-c3ccccc3)cc2)n1`?
EPAC2 antag: -6%; MCF10A rereplic: 4%; ATXN2 expr inh: 52%[activator]; TGFb inhibitor: 7%; A549 tox: -5%; Nrf2 activator: 13%; ATXN viability: inactive; HepG2 tox: -13%; Nrf2 inh: inconclusive

How did Cc1c(Cl)cccc1NC(=O)CNC(=O)c1ccccc1F do in these assays?
EPAC2 antag: 19%; MCF10A rereplic: -3%; ATXN2 expr inh: 8%; TGFb inhibitor: -5%; A549 tox: -1%; Nrf2 activator: 0.0%; ATXN viability: inactive; HepG2 tox: 12%; Nrf2 inh: -6%

Results for COc1ccc(NC(=O)CSc2nccn2C)cc1S(N)(=O)=O ?
EPAC2 antag: -2%; MCF10A rereplic: 3%; ATXN2 expr inh: -1%; TGFb inhibitor: 2%; A549 tox: 1%; Nrf2 activator: -0.3%; ATXN viability: inactive; HepG2 tox: 11%; Nrf2 inh: 12%

What do the screens show for `O=C(NC12CC3CC(CC(C3)C1)C2)c1cc(F)c(F)c(F)c1F`?
EPAC2 antag: -4%; MCF10A rereplic: 8%; ATXN2 expr inh: 8%; TGFb inhibitor: 11%; A549 tox: 0%; Nrf2 activator: 0.1%; ATXN viability: inactive; HepG2 tox: -14%; Nrf2 inh: 14%

Results for COc1ccc(-c2cc(C(F)(F)F)nc(N)n2)cc1 ?
EPAC2 antag: 4%; MCF10A rereplic: -1%; ATXN2 expr inh: 30%[activator]; TGFb inhibitor: -5%; A549 tox: -2%; Nrf2 activator: 2.5%; ATXN viability: inactive; HepG2 tox: 2%; Nrf2 inh: inconclusive

Results for CCn1c(C(=O)NCCCc2ccccc2)cc2sccc21 ?
EPAC2 antag: -2%; MCF10A rereplic: 14%; ATXN2 expr inh: 3%; TGFb inhibitor: -7%; A549 tox: 16%; Nrf2 activator: 3.2%[9.22 µM]; ATXN viability: inactive; HepG2 tox: 1%; Nrf2 inh: inconclusive

What do the screens show for `COc1ccc(CNC(=O)Cn2ccc(NC(=O)OCc3ccccc3)nc2=O)cc1`?
EPAC2 antag: 8%; MCF10A rereplic: 0%; ATXN2 expr inh: 3%; TGFb inhibitor: -8%; A549 tox: 0%; Nrf2 activator: 0.2%; ATXN viability: inactive; HepG2 tox: 0%; Nrf2 inh: -13%

How did Cc1nnc(NC(=O)C(c2ccccc2)c2ccccc2)s1 do in these assays?
EPAC2 antag: 2%; MCF10A rereplic: 22%; ATXN2 expr inh: -2%; TGFb inhibitor: -30%; A549 tox: 4%; Nrf2 activator: 0.5%; ATXN viability: inactive; HepG2 tox: -27%; Nrf2 inh: -5%

Results for COc1ccc(/C=C2\Oc3cc(OCC(=O)N4CCC(C(=O)O)CC4)ccc3C2=O)c(OC)c1OC ?
EPAC2 antag: inconclusive; MCF10A rereplic: 16%; ATXN2 expr inh: 1%; TGFb inhibitor: -12%; A549 tox: inconclusive; Nrf2 activator: -0.1%; ATXN viability: inactive; HepG2 tox: -6%; Nrf2 inh: -7%

What do the screens show for `CCOC(=O)c1nn(-c2ccc(C)c(C)c2)c(=O)c(C#N)c1C`?
EPAC2 antag: -1%; MCF10A rereplic: 6%; ATXN2 expr inh: -15%; TGFb inhibitor: inconclusive; A549 tox: -8%; Nrf2 activator: 0.2%; ATXN viability: inactive; HepG2 tox: 7%; Nrf2 inh: -7%

Results for O[C@@H]1C[C@H](c2ccc(Cl)cc2)N(Cc2cccs2)C[C@H]1n1cc(-c2ccc(F)cc2)nn1 ?
EPAC2 antag: 1%; ATXN2 expr inh: -14%; TGFb inhibitor: -5%; Nrf2 activator: -0.4%; ATXN viability: inconclusive; HepG2 tox: -18%

Results for C#CCOCCOCCOCCNc1nc(N2CCN(C(=O)CCCCCCCCCCNC(=O)Cn3cc(CCCCCN)nn3)CC2)nc(N2CCN(C(=O)CCCCCCCCCCNC(=O)Cn3cc(C[C@@H](C)O)nn3)CC2)n1 ?
EPAC2 antag: inconclusive; MCF10A rereplic: 23µM*; ATXN2 expr inh: -15%; TGFb inhibitor: inconclusive; A549 tox: 1%; Nrf2 activator: -2.6%; ATXN viability: inactive; HepG2 tox: -39%; Nrf2 inh: 4%

How did COc1ccc(C(=O)N2CCCC(c3ccccc3)C2)cc1 (centres undefined) do in these assays?
EPAC2 antag: -11%; MCF10A rereplic: -6%; ATXN2 expr inh: 6%; TGFb inhibitor: -7%; A549 tox: 2%; Nrf2 activator: 3.2%; ATXN viability: inactive; HepG2 tox: -8%; Nrf2 inh: -18%

Results for CCOC(=O)c1ccc(NC(=O)CCc2c(C)nc3cc(-c4ccc(OC)cc4OC)nn3c2C)cc1 ?
ATXN2 expr inh: 5%; TGFb inhibitor: 0%; A549 tox: -3%; Nrf2 activator: 0.5%; ATXN viability: inactive; HepG2 tox: 2%; Nrf2 inh: 5%

Results for O=C(COC(=O)Cc1n[nH]c(=O)c2ccccc12)Nc1c(Cl)cccc1C(F)(F)F ?
EPAC2 antag: -18%; MCF10A rereplic: 3%; ATXN2 expr inh: -18%; TGFb inhibitor: -2%; A549 tox: 7%; Nrf2 activator: -0.9%; ATXN viability: inactive; HepG2 tox: 4%; Nrf2 inh: -30%

What do the screens show for `CN(C)c1ccc(NC(=O)Cn2c(SCc3ccccc3F)nc3cccnc32)cc1`?
ATXN2 expr inh: 11%; TGFb inhibitor: -7%; A549 tox: 2%; Nrf2 activator: 7.6%; ATXN viability: inactive; HepG2 tox: -22%; Nrf2 inh: inconclusive

How did CSc1ccc(CNc2ccccn2)cc1 do in these assays?
EPAC2 antag: -4%; MCF10A rereplic: -1%; ATXN2 expr inh: 32%[activator]; TGFb inhibitor: -1%; A549 tox: 1%; Nrf2 activator: 1.8%; ATXN viability: inactive; HepG2 tox: 0%

2 consecutive compounds already listed:
What do the screens show for `CN(C)c1ccc(NC(=O)Cn2c(SCc3ccccc3F)nc3cccnc32)cc1`?
ATXN2 expr inh: 11%; TGFb inhibitor: -7%; A549 tox: 2%; Nrf2 activator: 7.6%; ATXN viability: inactive; HepG2 tox: -22%; Nrf2 inh: inconclusive

How did CSc1ccc(CNc2ccccn2)cc1 do in these assays?
EPAC2 antag: -4%; MCF10A rereplic: -1%; ATXN2 expr inh: 32%[activator]; TGFb inhibitor: -1%; A549 tox: 1%; Nrf2 activator: 1.8%; ATXN viability: inactive; HepG2 tox: 0%

The list continues.
What do the screens show for `CCc1ccc(NC(=O)C2CC=CCC2C(=O)O)cc1` (centres undefined)?
EPAC2 antag: 18%; MCF10A rereplic: 9%; ATXN2 expr inh: 0%; TGFb inhibitor: 0%; A549 tox: -6%; Nrf2 activator: 0.2%; ATXN viability: inactive; HepG2 tox: 1%; Nrf2 inh: 12%

What do the screens show for `CSc1ccc(CN2CCC2(C)C(=O)Nc2ccc3c(c2)OCO3)cc1` (centres undefined)?
EPAC2 antag: -17%; ATXN2 expr inh: 12%; TGFb inhibitor: 12%; Nrf2 activator: 6.0%; ATXN viability: inactive; HepG2 tox: -14%

Results for COc1ccc(C(=O)CCc2ccc(OC)c(OC)c2)cc1 ?
EPAC2 antag: -12%; MCF10A rereplic: 9%; ATXN2 expr inh: -2%; TGFb inhibitor: -7%; A549 tox: -15%; Nrf2 activator: 2.7%; ATXN viability: inactive; HepG2 tox: 11%; Nrf2 inh: -18%

What do the screens show for `COC(=O)c1sccc1NC(=O)CSc1ccccc1NS(=O)(=O)c1ccc(F)cc1`?
EPAC2 antag: -1%; MCF10A rereplic: inconclusive; ATXN2 expr inh: -10%; TGFb inhibitor: -24%; A549 tox: -4%; Nrf2 activator: 17%; ATXN viability: inactive; HepG2 tox: -28%; Nrf2 inh: inconclusive

Results for CSc1nnc(C)c(=O)n1COC(=O)/C=C/c1ccc2c(c1)OCO2 ?
EPAC2 antag: -2%; MCF10A rereplic: 4%; ATXN2 expr inh: 1%; TGFb inhibitor: -4%; A549 tox: -11%; Nrf2 activator: inconclusive; ATXN viability: inactive; HepG2 tox: 4%; Nrf2 inh: inconclusive

What do the screens show for `CCCCNC(=O)C(C)N(CCN(C)C)C(=O)CCCN1C(=O)NC(c2ccc([N+](=O)[O-])cc2)C(C(=O)OCc2ccccc2)=C1C` (centres undefined)?
EPAC2 antag: 7%; MCF10A rereplic: 13%; ATXN2 expr inh: inconclusive; TGFb inhibitor: inconclusive; A549 tox: -10%; Nrf2 activator: -2.1%; ATXN viability: inconclusive; HepG2 tox: -92%; Nrf2 inh: -17%

What do the screens show for `Cc1nn(CCC(=O)Nc2cccc(C#N)c2)c(C)c1S(=O)(=O)N1CCC(C)CC1`?
TGFb inhibitor: inconclusive; A549 tox: -2%; Nrf2 activator: 3.3%; HepG2 tox: -15%

What do the screens show for `CC(=O)c1cc2c(cc1N/C(=N/S(=O)(=O)c1ccc(C)cc1)c1ccc(Cl)cc1)OCO2`?
EPAC2 antag: 2%; MCF10A rereplic: -3%; ATXN2 expr inh: 18%&1%; TGFb inhibitor: 22%&-5%; A549 tox: 4%&1%; Nrf2 activator: 4.1%&5.4%; ATXN viability: inactive; HepG2 tox: -7%&4%; Nrf2 inh: 6%

High-throughput results from PubChem BioAssay.
